High-throughput results as filed in PubChem BioAssay.
miR-122 sensor: miR-122 Renilla sensor signal increase in Huh7, primary screen, miR-122 inhibitor project, cell-based, single point, plate reader. AID 602342, 2012. actives 0.3% (n = 340,000). Huh7 miR-122 Renilla luciferase sensor, 48 h; neutral wells = 0, positive control = 100. activation (reporter increase), % at 12.5 µM;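 active = mean replicate activation score at least 90 and every replicate individually at or above 90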;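 also: higher luciferase means less miR-122 activity so hits act as miR-122 inhibitors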
RAD54 branch: inhibitors of human RAD54 branch migration, primary screen, biochemical, fluorescence, single point | DNA repair and recombination protein RAD54-like (Homo sapiens), Q92698 | RAD54 Holliday junction branch migration, FAM/BHQ fluorescence | inhibition, % at 10.4 µM | actives 0.14% (n = 360,000);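 active = mean normalized replicate activity at least 40 and at least half of replicates scoring 40 or more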;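 also: 0% = median of neutral control wells and 100% = median of positive control wells; inhibitors cause a drop in the FAM fluorescence signal; in these data hits start at about 50%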
Target sequence (Q92698 whole entry, looked up): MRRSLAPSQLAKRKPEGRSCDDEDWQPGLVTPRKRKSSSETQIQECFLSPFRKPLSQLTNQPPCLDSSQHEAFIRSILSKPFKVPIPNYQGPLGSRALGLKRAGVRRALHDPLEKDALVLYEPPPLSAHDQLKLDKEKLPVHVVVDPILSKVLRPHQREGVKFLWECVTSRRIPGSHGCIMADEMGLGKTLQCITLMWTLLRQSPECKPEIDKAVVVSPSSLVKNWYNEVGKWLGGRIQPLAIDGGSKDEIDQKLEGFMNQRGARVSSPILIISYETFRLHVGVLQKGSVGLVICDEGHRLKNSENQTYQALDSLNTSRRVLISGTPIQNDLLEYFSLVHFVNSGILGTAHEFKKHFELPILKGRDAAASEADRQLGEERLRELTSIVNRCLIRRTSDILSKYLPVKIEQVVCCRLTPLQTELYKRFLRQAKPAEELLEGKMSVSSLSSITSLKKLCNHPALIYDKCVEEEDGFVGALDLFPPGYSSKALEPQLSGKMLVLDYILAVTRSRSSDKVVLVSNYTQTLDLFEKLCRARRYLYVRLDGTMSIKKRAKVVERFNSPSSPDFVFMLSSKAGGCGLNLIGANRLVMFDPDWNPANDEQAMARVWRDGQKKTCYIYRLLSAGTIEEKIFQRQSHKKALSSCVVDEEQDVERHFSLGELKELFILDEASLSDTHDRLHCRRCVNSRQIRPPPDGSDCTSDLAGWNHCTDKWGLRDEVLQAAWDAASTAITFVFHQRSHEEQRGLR
PGC1a acetyl inh: inhibitors of PGC1a acetylation signal, primary screen, cell-based, U2OS, AlphaScreen, inhibitor mode; inhibition, % at 15.6 µM; AID 651687, 2012; AlphaScreen anti-acetyl-lysine; with virally co-expressed GCN5 acetyltransferase; actives 0.17% (n = 350,000);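 active = every replicate shows inhibition of at least 40%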;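 also: 0% = neutral control wells and 100% = positive control wells; some results beyond the cut were filed as inactive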
Cneo AK release: Cryptococcus neoformans cell lysis inducers, primary screen, AK release luminescence, single concentration; C. neoformans lysis, adenylate kinase release luminescence, 4 h; normalised: neutral wells 0, clomiphene wells 100; lysis activity, % at 15 µM; actives 0.2% (n = 360,000); AID 651654, 2012;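 active = mean lysis activity across replicates of at least 80%, whatever share of replicates individually reach that level; inactive = mean lysis activity below 80%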
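Assay system: Cryptococcus neoformans yeast cells / Dosing: single-point compound dose / Timing: 4 h at 37 °C static, read 1 h later / Measured by: luminescence of released adenylate kinase using an AK detection reagent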
PglD inh: C. jejuni PglD acetyltransferase inhibitors, primary screen, biochemical, DTNB colorimetric, single point | UDP-N-acetylbacillosamine N-acetyltransferase PglD (Campylobacter jejuni) | purified PglD enzyme, DTNB colorimetric CoA detection | inhibition, % at 12.5 µM | actives 0.098% (n = 360,000) | AID 602405, 2012; in the data active = inhibition above about 16%, passing the limit was not always enough; also: strong numbers were not always called active
ERAP1 HTS inh: human ERAP1 aminopeptidase inhibitors, primary screen, biochemical, single point, plate reader; inhibition, % at 10.7 µM; actives 0.15% (n = 340,000); recombinant ERAP1, Leu-AMC fluorescence, 60 min;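 active = mean replicate inhibition of at least 30%, or all replicates individually reaching that 30% level; inactive = mean below 30% and not every replicate reaching it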;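 also: 0% = neutral control wells and 100% = L-leucinethiol positive control wells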
E-selectin induc: E-selectin induction in HUVECs, primary screen, imaging, HUVEC, immunofluorescence imaging, single point; P16581; normalized: neutral wells 0, TNF-alpha wells 100; activation, % at 7.58 µM; actives 0.37% (n = 260,000); AID 686992, 2013;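 active = mean E-selectin-positive cell signal at least 10% of the positive control, reached in at least 60% of replicates, without over 20% cell loss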;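 also: in these data hits start at about 27%; measured in HUVEC primary endothelial cells; signal is the percent of cells scored E-selectin positive by PE staining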
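Material: HUVEC primary endothelial cells; Amount: 3,000 cells per well; Dosing: single concentration; Medium: EGM-2 growth medium on 0.1% gelatin-coated wells; Read-out basis: percent E-selectin-positive cells; Signal: immunofluorescence imaging; Control set: TNF-alpha, DMSO.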
RAD52 inh: RAD52 DNA annealing inhibitors, primary screen, biochemical, FRET, single point, set 2 | DNA repair protein RAD52 homolog (Homo sapiens), P43351 | recombinant RAD52 DNA annealing, FRET fluorescence | inhibition, % at 18.7 µM | actives 0.46% (n = 360,000);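 active = every replicate showing at least 50% inhibition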
Active calls of the source: *; · = not tested or not shown; & = joins results of further samples; [ ] = remark or other dose.

SMILES | miR-122 sensor | RAD54 branch | PGC1a acetyl inh | Cneo AK release | PglD inh | ERAP1 HTS inh | E-selectin induc | RAD52 inh
CCOC(=O)c1sc(N=NC2=C(O)CCCC2=O)c(C(=O)OCC)c1C | -4 | 10 | 2 | 1 | -2 | -4 | 2.7 | -16
CO[C@@H]1CN(C)C(=O)c2cc(NC(=O)c3cnccn3)ccc2OC[C@H](C)N(CCc2ccccc2)C[C@H]1C | · | 0 | 1 | 1 | 1 | 1 | -0.1 | -6
CS(=O)(=O)c1ccc(Cl)c(NC(=O)CSc2nnc3n2CCCCC3)c1 | -4 | -12 | 0 | -2 | 5 | 0 | 0.0 | -2
C[C@H](CO)N1C[C@H](C)[C@H](CN(C)C(=O)Nc2ccc(C(F)(F)F)cc2)Oc2c(NS(=O)(=O)c3ccccc3)cccc2C1=O | 11[16.7 µM] | -11 | -7 | -3 | -2 | -3 | 1.1 | 19
CCOC(=O)C1=C(c2ccccc2)Nc2ncnn2C1c1ccc(OC)c(OC)c1OC (stereo not given) | -2 | 4 | -14 | 3 | -4 | · | · | ·
C[C@H]1CN([C@@H](C)CO)C(=O)c2c(c3ccccc3n2C)-c2ccccc2CO[C@H]1CN(C)S(=O)(=O)Cc1ccccc1 | · | -8 | 3 | 1 | 1 | -3 | -0.2 | 3
CCC(=O)c1ccc(OCC(=O)OCC(=O)Nc2sccc2C(N)=O)cc1 | · | · | 6 | · | · | -3 | 10.0 | -46
COc1ccc(-c2csc(NC(=S)NC(=O)c3ccccc3)n2)cc1Br | -5 | 8 | 14 | 1 | 3 | -7 | 1.2 | 1
CC(C)NC(=O)Nc1cccc2c1O[C@@H](CN(C)Cc1ccc(Cl)c(Cl)c1)[C@H](C)CN([C@H](C)CO)C2=O | 55[16.7 µM] | -2 | 10 | -10 | -3 | -1 | 12 | 1
CC(C)Cc1nnc(NC(=O)Cc2ccc([N+](=O)[O-])cc2)s1 | -3 | 3 | -1 | 2 | 2 | -1 | · | -4
COc1ccccc1C(=O)NNC(=O)c1ccc(NC(=O)c2ccccc2)cc1 | -1 | -1 | · | 1 | 1 | -2 | 5.1 | -4
COC(=O)c1cc(=O)n(-c2ccc(F)cc2)c(=Nc2ccc(F)cc2)s1 | · | -5 | · | -7 | -4 | 7 | -0.2 | -13
O=C(C[C@H]1C=C[C@@H](NC(=O)C2CCC2)[C@H](CO)O1)NCC1CC1 | · | 4 | -3 | 5 | 0 | 2 | 0.0 | -4
NC(CSC(c1ccccc1)(c1ccccc1)c1ccc(-c2ccccc2)cc1)C(=O)O (stereo not given) | -11 | -1 | · | 2 | -1 | -4 | · | -37
NC(=O)c1cc(C(=O)c2ccc(Cl)cc2Cl)c[nH]1 | -2 | · | 14 | · | · | -3 | 0.5 | -25
CCn1c(=O)c(C(=O)NNC(=O)c2ccccc2Cl)c(O)c2ccccc21 | -2 | 0 | · | 0 | 2 | -1 | 0.7 | -4
COc1cc(C)c(Cl)cc1S(=O)(=O)N1CCCC1 | 3 | · | -1 | · | · | 5 | · | -8
CCN1CCc2c(OCC(=O)Nc3ccc(C)cc3)cccc2C1=O | -3 | -1 | 4 | 1 | -3 | -3 | 0.5 | -10
Cc1cc(NC(=O)COC(=O)[C@@H](NS(=O)(=O)c2ccc(Br)cc2)C(C)C)no1 | · | · | -1 | · | · | 0 | 1.0 | -16
CC(C)(C)n1cn[nH]c1=S | -6 | 0 | -8 | -1 | 4 | -1 | 1.1 | -12
O=C(c1cnccn1)N1CC(=O)N2[C@H](CO)[C@@H](c3ccc(-c4ccc(F)cc4)cc3)[C@H]2C1 | · | · | -1 | · | · | 0 | -0.1 | -9
OCCNCC(O)CN1c2ccccc2Sc2ccccc21 (stereo not given) | · | 9 | · | 1 | -2 | -1 | · | -12
O=C(O)c1ccc2c(c1)S(=O)(=O)N=C1CCCCCN12 | 2 | -5 | 7 | 2 | 2 | 2 | · | -4
CCCOc1nnnn1-c1ccccc1 | 0 | 2 | -5 | -2 | 3 | · | · | ·
Cn1c(-c2ccc(CN3CCCCC3)o2)nc2ccccc21 | 4 | 5 | -11 | 0 | -9 | · | · | ·
(cont.)
SMILES | miR-122 sensor | RAD54 branch | PGC1a acetyl inh | Cneo AK release | PglD inh | ERAP1 HTS inh | E-selectin induc | RAD52 inh
C[C@H](CO)N1C[C@H](C)[C@H](CN(C)Cc2ccc(C(F)(F)F)cc2)Oc2c(NS(=O)(=O)c3cccs3)cccc2C1=O | 79[16.7 µM] | -10 | 0 | 2 | -2 | 0 | -2.0 | -156
Cc1c(C(=O)NCc2ccc3c(c2)OCO3)sc2nc(-c3ccc(F)cc3)cn12 | -10 | -6 | 6 | -1 | 0 | 1 | · | -7
CC(O)(c1cccnc1)c1nc(-c2cccc(C(F)(F)F)c2)cs1 (stereo not given) | -2 | -3 | · | -1 | 0 | 10 | 0.0 | 0
Cc1ccc(C2CC(=O)NC(SCc3ccccc3)=C2C#N)cc1 (stereo not given) | 17 | -11 | -7 | -7 | 1 | · | · | ·
O=C(Cn1nc(-c2ccccc2)ccc1=O)NCCN1CCN(Cc2ccccc2)CC1 | -4 | -4 | -5 | 1 | -3 | 0 | · | -18
O=C(Nc1ccc(OC(F)(F)F)cc1)c1ccc2ccccc2n1 | 9 | · | -2 | · | · | 0 | 3.6 | -14
CC(=O)N(C)C[C@@H]1Oc2ncc(-c3cccnc3)cc2C(=O)N([C@@H](C)CO)C[C@@H]1C | -3[16.7 µM] | 4 | 18 | 1 | 3 | -1 | -0.5 | 7
COCC(=O)N(C)C[C@@H]1Oc2cc(C#CC3CC3)ccc2S(=O)(=O)N([C@H](C)CO)C[C@H]1C | -3[16.7 µM] | -2 | 7 | 8 | -1 | -1 | 0.2 | 1
CC(CS(=O)(=O)c1ccc2c(c1)NC(=O)CS2)C(=O)NCc1ccccc1Cl (stereo not given) | -5 | -9 | -2 | -2 | -1 | -3 | · | -42
Cc1n[nH]c(=O)nc1NCc1ccc(Cl)cc1 | -1 | -4 | 51 | 2 | -4 | · | · | ·
CCC(C)[C@H](NC(=O)NC(C)C)C(=O)O (stereo not given in full) | 6 | -11 | · | 2 | -6 | · | 4.0 | ·
CCCC(=O)Nc1ccc2c(c1)C(=O)N(C)C[C@@H](OC)[C@@H](C)CN(Cc1nccs1)[C@H](C)CO2 | · | 9 | 6 | 0 | -1 | · | -0.2 | -14
CO[C@@H]1CN(C)C(=O)c2cc(NC(=O)Nc3ccc(Cl)cc3)ccc2OC[C@H](C)N(C(=O)Nc2c(C)noc2C)C[C@@H]1C | -19[16.7 µM] | 5 | -6 | 2 | 3 | · | 0.0 | ·
CCOC(=O)N1CCc2c(sc(NC(=O)CN(CC)CC)c2C#N)C1 | 1 | 2 | 7 | -1 | 2 | · | · | -8
COc1ccc(C(=O)N2CCN(C3CCCCC3)CC2)c(OC)c1 | 15 | -1 | -17 | -2 | -2 | 0 | · | -5
Cc1nc2c(sc3nc4c(cc32)COC(C)(C)C4)c(=O)n1CC(=O)NCc1ccco1 | 43 | -14 | -1 | -7 | 2 | -9 | · | -26
COc1cc(O)c(C(CCN2CCOCC2)c2ccc(N(C)C)cc2)c(OC)c1 (stereo not given) | -1 | -7 | -8 | -2 | 3 | 1 | -0.2 | 2
O=C(C[C@@H]1CC[C@@H]2[C@H](COC[C@@H](O)CN2Cc2ccc3c(c2)OCO3)O1)Nc1ccccc1 | 1[16.7 µM] | -1 | -4 | -1 | 3 | 0 | 0.0 | -5
COc1ccc(/C=C/C(=O)OCC(=O)NCCNC(=O)COC(=O)/C=C/c2ccc(OC)cc2)cc1 | 4 | -4 | 1 | 2 | -3 | 7 | · | -15
CN(C)Cc1cn(CC[C@H]2CC[C@@H](NC(=O)Cc3cccnc3)[C@@H](CO)O2)nn1 | · | -10 | -7 | 12 | 7 | 3 | 0.1 | 4
COc1cc(N)c(Cl)cc1C(=O)OCC(=O)Nc1ccc(N2CCOCC2)cc1 | -3 | 12 | -10 | -1 | -1 | 2 | · | -8
O=C(OCC(=O)N1CCc2ccccc21)[C@@H]1CCCN1S(=O)(=O)c1ccccc1F | -1 | 8 | -4 | -1 | 2 | 0 | -0.4 | -14
CNC[C@H]1Oc2c(NC(=O)c3ccc(-c4nccs4)cc3)cccc2C(=O)N([C@H](C)CO)C[C@H]1C | 0[16.7 µM] | 2 | 6 | -2 | -1 | 2 | 0.0 | -8
COc1cc(/C=N/n2cnnc2)ccc1OCCOc1ccccc1 | -4 | -12 | 28 | -3 | · | · | · | ·
Cn1c(=NC(=O)CSCC(=O)N2CCCCC2)sc2ccccc21 | -1 | 11 | 1 | -4 | -8 | · | · | ·
The list goes on.
SMILES | miR-122 sensor | RAD54 branch | PGC1a acetyl inh | Cneo AK release | PglD inh | ERAP1 HTS inh | E-selectin induc | RAD52 inh
CNC[C@H]1Oc2c(NC(=O)c3cc(C)nn3C)cccc2C(=O)N([C@H](C)CO)C[C@H]1C | 3[16.7 µM] | 5 | 5 | -3 | -3 | 1 | · | -13
O=C(C[C@@H]1C[C@@H]2c3cc(NC(=O)C4CCC4)ccc3O[C@@H]2[C@H](CO)O1)NCc1cccnc1 | 4[16.7 µM] | -8 | -2 | -1 | 2 | -1 | -0.2 | 4
COc1cc(/C=N/NC(N)=O)ccc1OC(=O)c1ccco1 | · | · | 9 | · | · | 0 | 7.1 | -11
C[C@H]1CN([C@@H](C)CO)C(=O)Cc2cc(NC(=O)c3ccncc3)ccc2O[C@H]1CN(C)S(=O)(=O)c1ccc(F)cc1 | -5[16.7 µM] | 3 | 3 | -1 | -6 | -1 | -0.3 | -10
COc1ccc(C(=O)Nc2nc(N3C(=O)c4ccccc4C3=O)n(-c3ccccc3)n2)cc1 | -5 | -4 | -1 | 12 | -2 | · | · | ·
Cc1noc(C)c1S(=O)(=O)Nc1ccc2c(c1)C(=O)N([C@H](C)CO)C[C@H](C)[C@@H](CN(C)C(=O)Nc1ccc(C(F)(F)F)cc1)O2 | 5[16.7 µM] | 6&-1 | 4&-2 | 4&2 | 0&-6 | -1 | 10&0.0 | -9&-12
COc1ccc(OCC(=O)N2CCc3ccccc32)c([N+](=O)[O-])c1 | 0 | -1 | 10 | 0 | 9 | 9 | 0.3 | -8
